TDP1 inh: qHTS Assay for Inhibitors of Tyrosyl-DNA Phosphodiesterase (TDP1) | Tyrosyl-DNA phosphodiesterase 1 (Homo sapiens), Q9NUW8 | AID 485290, 2010 | recombinant TDP1, AlphaScreen DNA substrate cleavage | Potency, µM (top dose mostly 130 µM), for inactives: at the highest dose activity change, negative = inhibition, actives largely listed as inhibitors | 350,000 compounds, 0.28% hits; further: nearly all actives have a fitted effect of over 40% in size
Target sequence (Q9NUW8 whole entry, looked up): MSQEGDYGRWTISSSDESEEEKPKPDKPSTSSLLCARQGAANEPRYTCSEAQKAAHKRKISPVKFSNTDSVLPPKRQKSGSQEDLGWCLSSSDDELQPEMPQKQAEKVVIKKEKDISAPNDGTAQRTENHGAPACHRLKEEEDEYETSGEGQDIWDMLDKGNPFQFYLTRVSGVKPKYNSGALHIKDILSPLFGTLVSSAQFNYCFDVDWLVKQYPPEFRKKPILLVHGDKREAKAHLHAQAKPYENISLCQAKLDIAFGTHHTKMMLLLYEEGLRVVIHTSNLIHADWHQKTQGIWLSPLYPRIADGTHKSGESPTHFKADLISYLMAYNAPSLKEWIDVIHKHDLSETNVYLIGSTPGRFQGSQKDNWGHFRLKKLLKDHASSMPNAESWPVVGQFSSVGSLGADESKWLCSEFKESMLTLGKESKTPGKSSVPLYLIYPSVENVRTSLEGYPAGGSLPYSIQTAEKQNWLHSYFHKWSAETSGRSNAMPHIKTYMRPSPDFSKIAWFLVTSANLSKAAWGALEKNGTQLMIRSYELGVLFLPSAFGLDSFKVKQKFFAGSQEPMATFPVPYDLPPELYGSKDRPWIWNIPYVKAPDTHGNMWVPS
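Tdp1 1 nM final; 15 min RT w/ cpd; substrate 15 nM, 5 min; beads 10 ug/ml, 10 min; AlphaScreen read. Neg ctrl: no enzyme.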
N370S GC mod: qHTS Assay for Inhibitors and Activators of N370S glucocerebrosidase as a Potential Chaperone Treatment of Gaucher Disease; Lysosomal acid glucosylceramidase (Homo sapiens), P04062; N370S GC spleen homogenate, 4MU-glucoside fluorescence; Potency, µM (titrated, usually from 59.4 µM), for inactives: at the top dose activity change, negative = inhibition, actives largely listed as inhibitors; 330,000 compounds, 0.092% hits; AID 2101, 2009;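 further: 0% = full enzyme activity and -100% = no enzyme basal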
FEN1 inh: qHTS Assay for the Inhibitors of Human Flap endonuclease 1 (FEN1); P39748; Recombinant FEN1 flap cleavage, fluorescence, 15 min; 390,000 compounds, 0.35% hits; Potency, µM (highest dose often 114 µM), inactives show at the top dose activity change, negative = inhibition, actives largely listed as inhibitors; further: nearly all actives have a fitted effect of over 65% in size
Target sequence (P39748 whole entry, looked up): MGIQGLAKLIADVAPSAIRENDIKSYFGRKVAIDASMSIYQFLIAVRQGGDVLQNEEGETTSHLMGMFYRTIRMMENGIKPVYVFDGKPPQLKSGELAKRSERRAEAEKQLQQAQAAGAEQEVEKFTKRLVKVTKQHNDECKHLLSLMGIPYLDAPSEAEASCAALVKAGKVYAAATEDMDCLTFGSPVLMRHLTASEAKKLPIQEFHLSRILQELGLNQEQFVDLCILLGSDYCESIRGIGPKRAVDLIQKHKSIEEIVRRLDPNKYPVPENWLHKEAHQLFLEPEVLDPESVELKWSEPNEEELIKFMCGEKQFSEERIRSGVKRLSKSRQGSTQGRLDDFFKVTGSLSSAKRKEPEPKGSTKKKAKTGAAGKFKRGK
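With each library titrated from low to high concentration, compounds met 10 nM FEN1 for 15 min at room temperature before 50 nM substrate was added; readings at 0 and 15 min fed four-parameter Hill curve fits.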
Starred values were filed as active, the others as inactive; ? = inconclusive; / = no result given; [ ] = dose if it differs, or a comment. The call rests on the fitted dose curve; in most records, active means well fitted curve in the direction sought with a large enough effect; inconclusive means small, poorly fitted or top-dose-only effect, or another doubt; inactive means no such curve, though single readings can be large; an effect the other way counts as inactive or inconclusive. Unless noted, on the % scale 0 is the no-effect control and ±100 the full control effect; potency means the concentration at half of the fitted maximal effect.

TDP1 inh | N370S GC mod | FEN1 inh | SMILES
/ | -7% | -4% | CCOc1ccc(CCNC(=O)COC(=O)c2ccc(F)c(S(=O)(=O)N3CCOCC3)c2)cc1OCC
7% | 0% | -4% | CCOc1ccc(C2N(c3ccc(F)cc3)C(=O)C3CCCN32)cc1 (stereo not drawn)
7% | -13% | 2% | O=C(CCc1ccccc1)NNC(=O)C12CC3CC(CC(C3)C1)C2
0% | / | -19% | Cc1cc(OCCn2c(CCNC(=O)C3CCCCC3)nc3ccccc32)ccc1Cl
2% | / | 1% | Cc1c(NC(=O)Nc2ccc(Br)cc2F)sc2nc3n(c(=O)c12)CCC(C)CC3 (stereo not drawn)
/ | -10% | 2% | CC(=O)Nc1sc(N/N=C/c2ccc(O)cc2)nc1-c1ccc(C)cc1
2%[56.1 µM] | / | -16% | COc1ccc(C(CCN2CCOCC2)c2c(OC)cc(OC)c3ccc(=O)oc23)cc1 (stereo not drawn)
0% | 5% | -1% | CCCCC(=O)NC(=S)NNC(=O)CC#N
4% | -2% | 16% | C=CCOc1ccc(/C=C2/C(=N)N3N=C(CC(=O)N4CCCC4)SC3=NC2=O)cc1OC
6% | / | 9% | CC(=O)c1ccc(NC(=O)c2nn(C)c3c2CS(=O)(=O)c2ccccc2-3)cc1
/ | 1% | -5% | Cc1ccc(C)c(N2C(=O)C3C4C=CC(CC4)C3C2=O)c1 (stereo not drawn)
4% | -3% | 11% | CCCCn1c(SCC2CCCCO2)nc2cc(S(N)(=O)=O)ccc21 (stereo not drawn)
0% | 2%[2.35 µM] | 4% | O=S(=O)(NC1=NCCCCCC1)c1cccs1
0% | 6% | -7% | Cc1nc2ccccc2cc1OCc1ccccc1
0% | / | -5% | CC(=O)NCCc1ccc(C(=O)COC(=O)C2CCCCC2)cc1
1% | / | -5% | COC(=O)C1CCN(c2csc3ccc(Cl)cc3c2=O)CC1
7% | -9% | 9% | CCNc1nc(OC)nc(Oc2ccc(=O)n(-c3ccccc3)n2)n1
-2% | 7% | 8% | CS(=O)(=O)N(CC(=O)Nc1ccc(C(N)=O)cc1)C1CCCCC1
/ | 2% | 3% | O=C(CCCc1ccccc1)NC12CC3CC(CC(C3)C1)C2
8% | 17% | -6% | CNC(=S)Nc1ccc2[nH]c(=O)[nH]c2c1
6% | -3% | -2% | COc1ccc(/C=N/NC(=O)c2ccn[nH]2)cc1COc1ccc([N+](=O)[O-])c(C)c1
5%[21 µM] | 3%[12.8 µM] | / | CC(=O)OC[C@@H]1O[C@H](C/C=N\O[C@@H](C)CN2CCCc3nc(C)c(C)cc32)C=C[C@@H]1OC(C)=O
-3% | 2% | -2% | COc1ccccc1OCc1nnc(SCC(=O)NCc2ccco2)n1-c1ccccc1
2% | ? | 4% | Cc1nc(S(=O)(=O)c2ccc(Cl)cc2)nc2c1CCC2
-10% | / | -7% | O=C(Cn1cc(SCc2ccc(C(F)(F)F)cc2)c2ccccc21)N1CCCCCC1
3% | / | -2% | COc1ccc(C(CNC(=O)c2ccc(OCc3c(C)noc3C)cc2)N2CCCC2)cc1 (stereo not drawn)
4% | / | 0% | Cc1cc(C)cc(NC(=O)C2CCN(S(=O)(=O)c3ccc4c(c3)oc(=O)n4C)CC2)c1
3% | -1% | 0% | Cc1c([N+](=O)[O-])c(C(=O)NC2CCCC2)nn1C
2% | -1% | 3% | O=C(Nc1cccc(C(F)(F)F)c1)c1c(O)c2ccccc2[nH]c1=O
2% | -29% | 9% | Cc1ccc(F)cc1NC(=O)N1CCN(C2c3ccccc3-c3ccccc32)CC1
12% | / | -7% | CCOc1cc(/C=C(\C#N)C(=O)Nc2ccc(C)cc2)ccc1OCc1cc(=O)n2nc(CC)sc2n1
-8% | / | 8% | CN(C)C(=O)c1snnc1-c1ccccc1
-3% | 5% | 9% | CCCNC(=O)NC1C(NC(=O)NCCC)N(C)C(=O)N1C (stereo not drawn)
-1% | -5% | -2% | CCn1c(=N)n(CC(O)c2ccccc2)c2ccccc21 (stereo not drawn)
-1%[56.1 µM] | / | -4% | Cc1ccnc(NC(=O)c2ccc(Cl)c(S(=O)(=O)N3CCCCC3)c2)c1
-1% | 19% | 2% | O=C(CCC1CCCN(C(=O)c2cc(C3CC3)[nH]n2)C1)N1CCN(c2ccccn2)CC1 (stereo not drawn)
2% | 4% | -2% | CCc1nnc(SCC(=O)Nc2ccc(C(C)=O)cc2)nc1CC
-3% | -2% | -12% | OCCC1CN(Cc2cccn2-c2ncccn2)CCN1Cc1ccccc1 (stereo not drawn)
-8% | 14% | -5% | COc1cc(NC(=O)c2ccc3c(c2)OCCO3)ccc1NC(=O)c1ccco1
3% | 4% | -18% | Nc1nnc(-c2ccccc2)c(-c2ccccc2)n1
3% | -6% | -1% | CCCc1nnc(NC(=O)CCC(=O)N2CCN(S(=O)(=O)c3ccc(OC)cc3)CC2)s1
/ | 4% | -2% | Cc1ccc(S(=O)(=O)N(C)CC(=O)NCCc2c[nH]c3ccccc23)cc1
4% | / | 9% | COc1ccccc1-n1c(=O)n(C)c2c(C(N)=O)nc(-c3cccc(OC)c3OC)nc21
-6% | -12% | -1% | O=C(NNc1ccc(F)cc1F)c1c(F)cccc1Cl
2% | 3% | / | O=C(CN1CCCN(S(=O)(=O)c2ccc(Br)cc2)CC1)Nc1ccc2c(c1)OCO2
3% | / | 9% | CCC(Oc1ccccc1F)C(=O)N1CCC(c2nc3ccccc3s2)CC1 (stereo not drawn)
-3% | 0% | 6% | CCN(CC)CCCNC(=O)Cn1cnc2ccc(S(=O)(=O)N3CCC(C)CC3)cc2c1=O
-8%[56.1 µM] | -1% | 7% | O=C(CNS(=O)(=O)c1ccc(Br)cc1)NC1CCCC1
/ | 3% | -4% | O=C(O)Cn1c(=O)c2c3c(sc2n(Cc2ccc(F)cc2)c1=O)CCCC3
0% | / | 3% | COc1ccc(N2CCN(c3ncnc4c3cnn4-c3ccc(C)c(Cl)c3)CC2)cc1
7% | 0% | 0% | CCN(CC)c1ccc(NC(=O)CCN2C(=O)c3ccccc3S2(=O)=O)c(C)c1
-4% | -7% | 0% | OC(COCC1COc2ccccc2O1)CN1CCN(c2ccccc2F)CC1 (stereo not drawn)
5% | 8% | -2% | COc1ccccc1N1CCN(C(=O)Oc2ccccc2)CC1
2% | -2% | -3% | CCCN(CC1CC1)C(=O)Nc1ccccc1C
0% | / | 15% | C=CCC[C@H](Cc1ccc(F)cc1)C(=O)OC[C@@H](NC(=O)[C@H](CC=C)CC(=O)NCCO)c1ccccc1
0% | -6% | -2% | CCC(C)n1c(-c2cccc(S(=O)(=O)N3CCOCC3)c2)n[nH]c1=S (stereo not drawn)
8% | 2% | 3% | O=C(Nc1ccccc1)/C(=C/c1ccc(F)cc1)NC(=O)c1ccco1
1% | -23% | -2% | NS(=O)(=O)c1ccc(NC(=S)NC(=O)C2CCCCC2)cc1
5% | -7% | 13% | O=C(NCCN1CCCC1)c1ccc2c(c1)N(Cc1ccc(F)cc1)C(=O)c1ccccc1S2=O (stereo not drawn)
/ | 0% | 3% | CC(=O)c1cnc(Oc2cc(Cl)ccc2Cl)nc1C

The closing four records of the section before lead into the next.
TDP1 inh | N370S GC mod | FEN1 inh | SMILES
8% | 2% | 3% | O=C(Nc1ccccc1)/C(=C/c1ccc(F)cc1)NC(=O)c1ccco1
1% | -23% | -2% | NS(=O)(=O)c1ccc(NC(=S)NC(=O)C2CCCCC2)cc1
5% | -7% | 13% | O=C(NCCN1CCCC1)c1ccc2c(c1)N(Cc1ccc(F)cc1)C(=O)c1ccccc1S2=O (stereo not drawn)
/ | 0% | 3% | CC(=O)c1cnc(Oc2cc(Cl)ccc2Cl)nc1C
2% | 5% | -4% | Cc1cc(C(=O)Cn2nc(C(=O)O)c3ccccc3c2=O)c(C)n1C1CC1
/ | -12% | 2% | COc1cccc(C(=O)Oc2ccc(/C=N/Nc3ccc(C(=O)O)cc3)cc2OC)c1
0% | 15% | -2% | O=C(/C=C/c1cccs1)N1CCC2(CC1)Oc1ccc(F)cc1C(=O)C21CC(c2ccccc2)=NO1 (stereo not drawn)
0% | -8% | -1% | O=C(NCCCN1CCOCC1)c1ccc(NS(=O)(=O)c2ccccc2)cc1
1% | 9% | -8% | CC(=O)c1ccc(NC(=O)CSc2ccc3nnc(-c4cccnc4)n3n2)cc1
7% | -16% | -7% | COC(=O)c1cccc(CSc2nnc(-c3ccco3)n2-c2ccccc2)c1
0% | -3% | -2% | Cc1noc(/C=C/Nc2ccc(F)cc2F)c1[N+](=O)[O-]
2% | 1% | 2% | COc1cccc(C(=O)N2CCN(S(=O)(=O)Cc3ccccc3)CC2)c1OC
5% | 1% | -8% | CCCC(=O)n1nc(-c2ccco2)nc1N
5% | 1% | 6% | Cc1ccccc1NC(=O)COC(=O)CCC(=O)c1cccs1
7% | / | -3% | CCC(=O)N1CCc2cc(CNC(=O)Nc3cc(Cl)ccc3C(=O)OC)ccc21
-3% | 6% | -5% | CCOC(=O)c1nn(-c2ccc(OCC)cc2)c2nc(-c3ccco3)c(C#N)c(=O)n12
2% | -7% | 9% | COc1ccc(NC(=O)C(=O)NCC(=O)Nc2cc(OC)ccc2OC)cc1
3% | 5% | -16% | O=C(CCc1ccccc1)NNC(=O)COc1ccc([N+](=O)[O-])cc1
8% | 1% | ? | CCCC(=O)OCCNc1cc(Sc2nc3ccccc3[nH]2)c2nonc2c1[N+](=O)[O-]
1% | -1% | -10% | COc1ccc(Cl)cc1S(=O)(=O)N1CCN=C1Cc1ccccc1
2%[56.1 µM] | -1% | -10% | COc1ccc(/C=N\NC(=O)c2ccccc2Br)cc1COc1c(F)c(F)cc(F)c1F
9% | 15% | -28% | CC(NC(=O)c1ccco1)c1nc(-c2ccc(C(C)(C)C)cc2)no1 (stereo not drawn)
4% | 0% | -10% | C=CCN1C(=O)C2(OCCCO2)c2cccc(C)c21
13% | -6% | -6% | Cc1ccc2nc(SCC(=O)N3CCC(Cc4ccccc4)CC3)nc(=O)n2c1

4 of these compounds in another layout.
> COc1ccc(NC(=O)C(=O)NCC(=O)Nc2cc(OC)ccc2OC)cc1
  TDP1 inh: 2%
  N370S GC mod: -7%
  FEN1 inh: 9%

> O=C(CCc1ccccc1)NNC(=O)COc1ccc([N+](=O)[O-])cc1
  TDP1 inh: 3%
  N370S GC mod: 5%
  FEN1 inh: -16%

> CCCC(=O)OCCNc1cc(Sc2nc3ccccc3[nH]2)c2nonc2c1[N+](=O)[O-]
  TDP1 inh: 8%
  N370S GC mod: 1%
  FEN1 inh: ?

> COc1ccc(Cl)cc1S(=O)(=O)N1CCN=C1Cc1ccccc1
  TDP1 inh: 1%
  N370S GC mod: -1%
  FEN1 inh: -10%

More structures
TDP1 inh | N370S GC mod | FEN1 inh | SMILES
5% | 1% | 0% | Cc1ccc(C(=O)N(CCc2ccccc2)Cc2ccccc2)cc1S(=O)(=O)N1CCCCC1
/ | 6% | -6% | O=C(Nc1ccccc1C(=O)Nc1ccccc1C(=O)O)c1ccccc1
1% | 13% | 0% | CC(C)(C)N1CC(c2nc3ccccc3n2Cc2ccc(F)cc2)CC1=O (stereo not drawn)
4% | 0% | 1% | O=C(CN1C(=O)C2C3C=CC(C3)C2C1=O)OCC(=O)c1ccc([N+](=O)[O-])cc1 (stereo not drawn)
1% | 1% | -12% | COc1ccccc1CNC(=O)COC(=O)Cc1c[nH]c2ccccc12
0% | 3% | -3% | CCN(CC)S(=O)(=O)c1ccc(Cl)c(C(=O)NCC2CCCO2)c1 (stereo not drawn)
5% | 10% | 1% | Cc1ccccc1Nc1nnc(SCc2cc(=O)n3ccsc3n2)s1
9% | 5%[2.35 µM] | 3% | Cc1c(N=Cc2ccc(-c3ccc(Cl)cc3)o2)c(=O)n(-c2ccccc2)n1C
-1% | / | 12% | CC(C)c1ccc(Cc2cn3cc(-c4cc5ccccc5oc4=O)nc3s2)cc1
-3%[56.1 µM] | / | 23% | O=C(COC(=O)c1ccc(S(=O)(=O)N2CCCC2)cc1)Nc1cccc(Br)c1
0% | 11% | -6% | CC(C)=CCN1CCN(Cc2cccn2-c2nccs2)CC1CCO (stereo not drawn)
-1% | -3% | -21% | COc1ccc(C(=O)N2CCN(c3c(C)cccc3C)CC2)cc1OC
7% | / | -1% | CCCN1C(=O)C2(c3ccccc31)c1c(oc3ccc(F)cc3c1=O)C(=O)N2CCCOC(C)C (stereo not drawn)
2% | / | -4% | CC(Oc1ccc(S(=O)(=O)N2CCCC2)cc1[N+](=O)[O-])C(=O)NC1(C#N)CCCCC1 (stereo not drawn)
2% | / | 3% | Nc1ccn(CC(=O)N[C@H](CO)Cc2c[nH]c3ccccc23)c(=O)n1
/ | 1% | 26% | CCC(C(=O)NCCc1ccccc1)c1ccccc1 (stereo not drawn)
6% | 12% | 2% | O=C(Cc1c[nH]c2ccccc12)N1CCc2ccccc21
2% | -21% | 4% | CCOC(=O)c1c(NC(=O)c2ccncc2)sc(C)c1C
1% | 0% | -7% | CCCOc1ccc(Cc2c(Cl)nc(SC)nc2N(C)C)cc1
